Source: PubChem BioAssay (Sanford-Burnham Center for Chemical Genomics)
SENP7 block – SENP7 protease inhibitors, primary screen, biochemical, luminescence, uHTS | Sentrin-specific protease 7 (Homo sapiens), Q9BQF6 | recombinant SENP7, Z-RLRGG-aminoluciferin luminescence, 40 min | inhibition, % at 5 µM | actives 1.5% (n = 330,000);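 active = inhibition above about 50% at the single test dose, limit read from the data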;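 also: plate controls were DMSO with enzyme for no effect and no enzyme buffer wells for full effect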
Target sequence (Q9BQF6 706-1050 limits assumed): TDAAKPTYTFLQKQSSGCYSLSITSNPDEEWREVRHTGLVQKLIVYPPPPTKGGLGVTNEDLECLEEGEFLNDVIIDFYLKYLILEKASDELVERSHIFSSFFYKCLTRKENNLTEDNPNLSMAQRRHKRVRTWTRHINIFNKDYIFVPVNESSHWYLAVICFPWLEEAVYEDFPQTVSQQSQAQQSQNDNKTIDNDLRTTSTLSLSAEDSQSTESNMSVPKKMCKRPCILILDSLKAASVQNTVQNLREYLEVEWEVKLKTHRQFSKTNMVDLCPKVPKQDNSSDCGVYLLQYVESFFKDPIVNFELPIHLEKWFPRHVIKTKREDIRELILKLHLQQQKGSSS
Apaf-1 inh – inhibitors of human Apaf-1 apoptosome, primary screen, biochemical, DEVD-Rh110 fluorescence, uHTS. actives 0.71% (n = 330,000). reconstituted apoptosome caspase-3 activity. AID 489030, 2010. inhibition, % at 20 µM. Apoptotic protease-activating factor 1 (Homo sapiens), O14727; active = inhibition of at least 40% at 20 µM;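 also: plate controls were DMSO wells for no effect and DEVD-CHO caspase inhibitor wells for full effect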
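detection = Rh110 fluorescence intensity | test system = biochemical Apaf-1 apoptosome reconstitution | also added = cytochrome c and DEVD-Rh110 substrate | schedule = 30 min plus 50 min, RT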
SENP6 block – SENP6 protease inhibitors, primary screen, biochemical, luminescence, uHTS. Sentrin-specific protease 6 (Homo sapiens), Q9GZR1. Recombinant SENP6 catalytic domain, aminoluciferin luminescence. inhibition, % at 10 µM. actives 1.8% (n = 330,000);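 active = inhibition above about 50% at the single tested dose, limit read from the data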;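 also: plate controls were DMSO wells with enzyme for no effect and DMSO wells lacking enzyme for full effect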
Target sequence (Q9GZR1 628-1112 limits assumed): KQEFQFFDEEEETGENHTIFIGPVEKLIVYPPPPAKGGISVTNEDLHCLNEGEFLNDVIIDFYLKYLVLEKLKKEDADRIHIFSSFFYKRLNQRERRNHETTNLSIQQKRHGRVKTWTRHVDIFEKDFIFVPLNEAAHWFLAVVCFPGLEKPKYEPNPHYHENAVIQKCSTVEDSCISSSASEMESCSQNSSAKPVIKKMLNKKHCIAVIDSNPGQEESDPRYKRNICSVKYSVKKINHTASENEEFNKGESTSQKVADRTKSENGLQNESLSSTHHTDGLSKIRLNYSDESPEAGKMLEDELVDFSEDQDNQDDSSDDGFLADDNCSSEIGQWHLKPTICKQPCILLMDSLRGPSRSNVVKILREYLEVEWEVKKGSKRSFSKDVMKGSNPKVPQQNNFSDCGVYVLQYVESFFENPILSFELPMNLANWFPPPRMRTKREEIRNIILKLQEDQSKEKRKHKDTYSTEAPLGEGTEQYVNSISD
SENP1 FRET inh – human SENP1 catalytic domain inhibitors, primary screen, biochemical, FRET, uHTS. Sentrin-specific protease 1 (Homo sapiens), Q9P0U3. recombinant SENP1 catalytic domain, CyPet-SUMO1-YPet FRET cleavage. inhibition, % at 10 µM. actives 0.21% (n = 360,000). AID 624204, 2012;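 active = inhibition at least 30% at 10 µM, raw YFP signal under a set limit, fluorescence ratio 0.5 to 1.5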;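 also: 0% = enzyme with DMSO and 100% = no enzyme wells; some results filed as inactive read as strong as hits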
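System: Recombinant human SENP1 catalytic domain, His6-tagged | Incubation: Enzyme reaction for 50 min at room temperature, dark | Medium: Tris pH 8 with BME, BSA, NP40 and catalase | Also added: 25 nM SUMO1 FRET substrate | Compound: 10 µM single point, 0.5% DMSO | Measured by: FRET fluorescence in CFP and YFP emission channels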
SENP8 block-1 – human SENP8 protease inhibitors, primary screen, biochemical, fluorescence, Nedd8 protein substrate, uHTS; actives 0.64% (n = 360,000); AID 602440, 2012; recombinant SENP8; inhibition, % at 20 µM; in the data active = inhibition mostly above about 40%, no sharp cut-off; inactive = mostly below about 27%
UBC13 inh – UBC13 polyubiquitin chain formation inhibitors, primary screen, biochemical, TR-FRET, uHTS; inhibition, % at 20 µM; Ubiquitin-conjugating enzyme E2 N (Homo sapiens), P61088; AID 485273, 2010; actives 0.47% (n = 330,000); in the data active = inhibition above about 45%, passing the limit was not always enough; inconclusive = no clear call, values can overlap the other calls
Target sequence (P61088 whole entry, looked up): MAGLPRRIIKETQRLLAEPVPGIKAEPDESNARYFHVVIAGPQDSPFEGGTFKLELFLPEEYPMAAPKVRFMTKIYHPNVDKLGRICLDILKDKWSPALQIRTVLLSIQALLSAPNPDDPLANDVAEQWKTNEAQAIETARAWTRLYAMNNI
APOBEC3G inh – APOBEC3G DNA deaminase inhibitors, primary screen, biochemical, fluorescence, single-stranded DNA substrate, uHTS | recombinant A3G, ssDNA deamination FAM/TAMRA fluorescence | AID 493012, 2011 | DNA dC->dU-editing enzyme APOBEC-3G (Homo sapiens), Q9HC16 | inhibition, % at 20 µM | actives 0.28% (n = 330,000);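 active = inhibition of at least 40% at 20 µM, with no more than 30% in the related APOBEC3A deaminase screen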;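 also: plate controls were DMSO wells with A3G for no effect and wells lacking A3G enzyme for full effect; some compounds called inactive have numbers as strong as hits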
SENP8 block-2 – SENP8 protease inhibitors, primary screen, biochemical, luminescence; Sentrin-specific protease 8 (Homo sapiens), Q96LD8; purified SENP8, Z-RLRGG-aminoluciferin cleavage; inhibition, % at 10 µM; actives 1.2% (n = 330,000); AID 2540, 2010; in the data active = inhibition above about 50%
An asterisk follows results filed as active; ? = inconclusive.

canonical_smiles	SENP7 block	Apaf-1 inh	SENP6 block	SENP1 FRET inh	SENP8 block-1	UBC13 inh	APOBEC3G inh	SENP8 block-2
CCOC(=O)CC(=O)CSc1nnc2c(n1)[nH]c1ccccc12	2	7	-17	-3	15	-18	-1	-5
CCNC(=O)CSc1nnc(C2CC2)n1-c1ccccc1	-7	-4	-10	1	13	0	0	-3
CN(C)S(=O)(=O)c1ccc(C(=O)Nc2ccc3ncccc3c2)cc1	13	-7	0	0	7	2	-8	-5
CCCC1(c2ccccc2)NC(=O)N(CC(=O)Nc2sc(-c3ccccc3)cc2C(=O)OCC)C1=O (configuration not stated)	-6	-2	-6	0	-218	14	-3	-10
C=C1CCN([C@H](C(=O)Nc2ccc(OC)cc2)C(C)C)S(=O)(=O)c2ccccc21	-5	1	4	-1	6	-6	-8	-1
COc1ccc(-c2noc(C3CCCN(C(=O)Nc4ccccc4)C3)n2)cc1 (configuration not stated)	-7	6	-7	1	6	1	-11	-14
Cc1ccc2nc3c(cc(C(=O)NCC4CCCO4)c(=N)n3C3CCCC3)c(=O)n2c1 (configuration not stated)	3	0	11	-25	-281	10	0	8
O=C(Nc1ccc2nc(N3CCOCC3)sc2c1)c1ccccc1	1	6	10	-8	-30	-6	-9	-6

Following part.
canonical_smiles	SENP7 block	Apaf-1 inh	SENP6 block	SENP1 FRET inh	SENP8 block-1	UBC13 inh	APOBEC3G inh	SENP8 block-2
O=C(c1ccccn1)N(CC1CCCO1)C1(C(=O)NC2CCCCC2)CCCCC1 (configuration not stated)	4	5	-16	0	22	-7	-2	3
CCN(CC(=O)N1CCOCC1)S(=O)(=O)c1ccc2ccccc2c1	-8	-3	-6	1	14	-8	-8	-1
COc1ccc(CN(C)S(=O)(=O)c2nnc(NC(=O)c3cccc(F)c3)s2)cc1OC	7	-1	-1	-18	-145	0	-7	4
COc1ccc(/C=C(/C#N)C(=O)NC2CCCCC2)cc1Br	-2	8	15	-10	11	8	-2	-8
CCCCN(C(=O)CN1C(=O)C2CC=CCC2C1=O)c1c(N)n(CCC)c(=O)[nH]c1=O (configuration not stated)	3	13	-3	1	6	3	0	0
Cc1ccc2nc(C)cc(SCC(=O)N/N=C/c3ccco3)c2c1	-7	8	-13	2	6	21	-6	-5
Cc1ccc(-n2nc3c(=O)n(CC(=O)NCCc4cccs4)nc(C)c3c2C)cc1	-3	6	0	-2	10	4	-1	-1
O=C(COc1ccc(Br)cc1Cl)NCCCN1CCOCC1	-6	-1	-2	1	-5	1	-3	-3

(continued)
canonical_smiles	SENP7 block	Apaf-1 inh	SENP6 block	SENP1 FRET inh	SENP8 block-1	UBC13 inh	APOBEC3G inh	SENP8 block-2
CC(NC(=O)CCCOc1ccc(Cl)cc1)c1ccccc1 (configuration not stated)	9	3	26	1	26	9	-2	5
O=C(/C=C/c1ccco1)Nc1cccc(-c2nc3ccccc3[nH]2)c1	-8	20	19	-6	-21	-12	8	29
CC(C1CC1)N(C(=O)c1ccccc1[N+](=O)[O-])c1ccccc1 (configuration not stated)	2	-8	-2	1	8	19	-7	7
O=C(O)C(Cc1ccccc1)n1c(=S)[nH]c2ccccc2c1=O (configuration not stated)	-1	-3	2	-1	4	?	-6	-3
CCn1c(SCC(=O)N2CCN(C)CC2)nc2c1c(=O)n(C)c(=O)n2C	8	3	-9	-10	-5	2	-3	-1
CC1Cc2ccccc2N1C(=O)CSc1nc2ccccc2n1CC(=O)N1CCOCC1 (configuration not stated)	-7	-5	-19	1	13	0	0	2
CCC(=O)Nc1ccc(NC(=O)CSc2nnnn2-c2cccnc2)cc1C	1	-17	6	1	2	10	-4	2
COc1ccc(NC(=S)NC(NC(=O)c2cccc3ccccc23)C(Cl)(Cl)Cl)c([N+](=O)[O-])c1 (configuration not stated)	5	8	-22	1	16	-19	-6	-2

Further structures follow.
canonical_smiles	SENP7 block	Apaf-1 inh	SENP6 block	SENP1 FRET inh	SENP8 block-1	UBC13 inh	APOBEC3G inh	SENP8 block-2
O=S(=O)(CCN1CCN(C(c2ccccc2)c2ccccc2)CC1)C(F)(F)F	0	-8	7	-1	10	1	-2	-5
O=S(=O)(c1ccccc1)N1CCN(S(=O)(=O)N2CCCCCC2)CC1	-2	0	-8	-2	9	5	-14	6
Cc1ccc(S(=O)(=O)N2CCN(C)CC2)cc1	2	-17	-25	0	-2	-3	-8	14
O=C(NCCCN1CCOCC1)c1cc2ccccc2o1	-11	-9	-17	-1	-1	0	-4	-20
Oc1ccccc1C=NC1=NN(c2cccc(C(F)(F)F)c2)CC1	-6	-3	5	0	2	7	-5	3
CCOC(=O)Cc1nn(C(C)C)c(=O)c2ccccc12	7	6	-29	-1	8	-4	14	-6
Cc1ccc(S(=O)(=O)NC(=O)Nc2ccc(C)cc2C)cc1	11	11	-5	0	4	-2	5	-1
Cc1ccc(C)c(NC(=O)COC(=O)CNC(=O)c2ccccc2Cl)c1	4	-5	-8	0	17	18	-14	-5

Later entries.
canonical_smiles	SENP7 block	Apaf-1 inh	SENP6 block	SENP1 FRET inh	SENP8 block-1	UBC13 inh	APOBEC3G inh	SENP8 block-2
CCCCN(CC)Cc1c(C)[nH]c2c(ccc3ccccc32)c1=O	-1	0	8	-5	-38	0	-3	-10
O=C1CCCN1CCCNS(=O)(=O)c1cccc(F)c1	2	-3	-10	0	11	-14	-4	2
NCCCCCc1cn(CC(=O)NCCCCCCCCCCC(=O)N2CCNCC2)nn1	5	2	5	1	16	-1	2	-8
COc1ccc(C(CC(=O)N2CCCCC2)NC(=O)C(F)(F)F)cc1 (configuration not stated)	-1	-25	6	2	13	-3	-16	2
CCOc1ccccc1NC(=O)CSc1nnnn1Cc1ccccc1	-7	1	-11	-2	0	-2	-6	-1
CCOC(=O)N1CCN(c2c(-c3ccc(C)c(C)c3)c(=O)c2=O)CC1	5	5	-10	2	6	4	-4	1
O=C(CN(CC1CCCO1)C(=O)CNS(=O)(=O)c1ccc(Cl)cc1)NCc1ccc(F)cc1 (configuration not stated)	-2	10	-5	3	6	-6	-7	-2
COc1ccc(N2CCN(S(=O)(=O)Cc3ccccc3)CC2)cc1	0	-6	-1	-1	4	9	-5	0

(continued)
canonical_smiles	SENP7 block	Apaf-1 inh	SENP6 block	SENP1 FRET inh	SENP8 block-1	UBC13 inh	APOBEC3G inh	SENP8 block-2
CCCCC(=O)N(Cc1ccc2c(c1)OCO2)Cc1nc2ccccc2c(=O)[nH]1	5	2	7	-2	20	2	0	1
COc1ccc(C)cc1S(=O)(=O)Nc1ccc2c(c1)N(C(C)=O)CCC2	3	7	-12	1	8	-3	-7	1
CC1CN(C(=O)c2ccccc2OCc2ccccc2Cl)CC(C)O1 (configuration not stated)	8	11	3	-1	-1	4	1	-7
Cc1ccc(OCCNC(=O)C2CCCCC2)cc1	-2	-1	11	1	-1	5	1	13
COCc1cc(C)nc(OCC(=O)N/N=C\c2cc(C)n(-c3cccc(C(F)(F)F)c3)c2C)c1C#N	-5	17	-4	0	-127	8	-1	3
CCn1c(Cn2nnc(-c3ccccc3)n2)nnc1SCC(=O)Nc1ccc(C(C)=O)cc1	2	4	5	0	10	-1	-3	-6
COc1cccc(NC(=O)c2ccc(-c3ccccc3[N+](=O)[O-])o2)c1	-2	14	7	0	-8	-17	-4	1
NC(=O)CC(NC(=O)Cc1cccc2ccccc12)c1ccc(N2CCC(Cc3ccccc3)CC2)c([N+](=O)[O-])c1 (configuration not stated)	1	19	-6	1	25	-10	-5	-4

Overlap with the part before: 3 compounds, then new ones.
canonical_smiles	SENP7 block	Apaf-1 inh	SENP6 block	SENP1 FRET inh	SENP8 block-1	UBC13 inh	APOBEC3G inh	SENP8 block-2
CCn1c(Cn2nnc(-c3ccccc3)n2)nnc1SCC(=O)Nc1ccc(C(C)=O)cc1	2	4	5	0	10	-1	-3	-6
COc1cccc(NC(=O)c2ccc(-c3ccccc3[N+](=O)[O-])o2)c1	-2	14	7	0	-8	-17	-4	1
NC(=O)CC(NC(=O)Cc1cccc2ccccc12)c1ccc(N2CCC(Cc3ccccc3)CC2)c([N+](=O)[O-])c1 (configuration not stated)	1	19	-6	1	25	-10	-5	-4
CCN(CC)CCCN=Cc1c(O)n(-c2ccccc2C)c(=O)c2ccccc12	4	-11	1	-14	-45	1	-2	1
O=C(c1ccco1)N1CCN(C(=O)C2CC(=O)N(c3ccccc3)C2)CC1 (configuration not stated)	-1	1	-20	0	8	-5	-12	-11
Cc1ccc(N(CC(O)Cn2c3ccccc3c3ccccc32)S(C)(=O)=O)c(C)c1 (configuration not stated)	8	30	0	2	3	23	0	5
COc1cc(OC)c(C(=O)OCC(=O)N(Cc2ccccc2)C(C)(C)C)cc1OC	7	6	13	2	-10	-1	5	3
CCOC(=O)CON1C(=O)C(=O)N(OCC(=O)OCC)[C@H]2CCCC[C@H]21	-4	-7	-17	2	6	8	3	-1
C=CCn1c(SC(C)C(=O)Nc2ccc(F)c(F)c2F)nnc1C1CC1 (configuration not stated)	5	3	-19	1	6	-1	-3	-8
Cc1cccc(NC(=S)NCCC(c2ccccc2)c2ccccc2)c1	-4	-2	3	-1	13	1	-2	-18
CCCCCCCC(=O)NNC(=O)c1c(O)c2ccccc2[nH]c1=O	2	-8	-3	2	10	0	-4	3

More entries:
canonical_smiles	SENP7 block	Apaf-1 inh	SENP6 block	SENP1 FRET inh	SENP8 block-1	UBC13 inh	APOBEC3G inh	SENP8 block-2
CCCCN(C(=O)CSc1nn(-c2ccc(F)cc2)c(=S)s1)c1c(N)n(CCCC)c(=O)[nH]c1=O	-3	12	-12	-73	-147	-15	-9	-3
COc1cc(C2c3c(oc4ccccc4c3=O)C(=O)N2Cc2ccncc2)ccc1O (configuration not stated)	8	1	-8	-2	9	6	-3	-3
COCCNC(=O)c1cc(-c2cccc(OC)c2)on1	-1	-8	-9	1	9	5	-9	-14
C=CCn1c(COc2cccc(C)c2)nnc1SCn1nnc2ccccc2c1=O	-1	4	7	0	7	6	-2	8
CCCCC1(C)NC(=O)N(CC(=O)Nc2ccc(S(=O)(=O)N3CCOCC3)cc2)C1=O (configuration not stated)	-8	3	2	-2	-4	5	-2	2
